Screening results: PubChem BioAssay, several laboratories
G6PDH counter = L. mesenteroides G6PDH inhibitors, counter-screen for G6PDH-coupled screening assays, biochemical, Leuconostoc mesenteroides enzyme; Purified L. mesenteroides G6PDH, diaphorase/resazurin coupled fluorescence, 45 min; glucose-6-phosphate dehydrogenase [Leuconostoc mesenteroides]; inhibition, % at 5 µM; 200,000 tested, 0.12% active; in the data active = inhibition above about 50%
Diaph act CS = compounds boosting diaphorase resazurin reduction – biochemical, uHTS, resorufin fluorescence, counter-screen for diaphorase-coupled primary assays, primary screen | Diaphorase/resazurin coupled assay, 16 min; active compounds read high; 1 = vehicle wells, 0 = NADH-free wells | activation factor at 20 µM | 190,000 tested, 0.005% active;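 active = diaphorase activity raised at least twofold by the compound at 20 µM; inactive = activation factor below 2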
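Measured by – red resorufin fluorescence at 544/590 nm excitation/emission · Test system – Clostridium kluyveri diaphorase, purified enzyme · Incubation – reaction time 16 min, room temperature · Buffer or medium – 50 mM HEPES pH 7.4 with 4.542 mM MgCl2, 0.005% Tween 20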
PMI act satM6P = human PMI activators, high substrate, primary screen, biochemical, fluorescence intensity, near-saturating mannose 6-phosphate. Mannose-6-phosphate isomerase (Homo sapiens), P34949. coupled PMI enzyme assay, resazurin fluorescence, 20 min; active compounds read high; 1 = untreated enzyme, 0 = substrate-free blank. activation factor at 20 µM. 190,000 tested, 0.34% active;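 active = activation factor of 2 or more at 20 µM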
Target sequence (P34949 whole entry, looked up): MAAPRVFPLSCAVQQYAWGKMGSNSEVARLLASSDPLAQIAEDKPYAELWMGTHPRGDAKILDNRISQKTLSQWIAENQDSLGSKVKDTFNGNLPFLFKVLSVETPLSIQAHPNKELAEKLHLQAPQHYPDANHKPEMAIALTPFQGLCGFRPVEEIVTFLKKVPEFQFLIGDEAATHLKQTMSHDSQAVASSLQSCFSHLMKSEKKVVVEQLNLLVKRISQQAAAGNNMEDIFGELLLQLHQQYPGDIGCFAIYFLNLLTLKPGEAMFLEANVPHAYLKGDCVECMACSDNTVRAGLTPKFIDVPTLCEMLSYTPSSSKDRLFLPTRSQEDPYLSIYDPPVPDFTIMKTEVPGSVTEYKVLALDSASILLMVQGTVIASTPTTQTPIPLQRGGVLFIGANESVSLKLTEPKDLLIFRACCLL
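Material: human phosphomannose isomerase with PGI, G6PDH, diaphorase coupling enzymes / Reagent: Man-6-P substrate 1.0 mM / Dosing: single compound dose of 20 µM, 1% DMSO final / Incubation: enzyme reaction with compound 20 min at room temperature / Signal: resorufin fluorescence (Ex 544/Em 590 nm) from resazurin via diaphorase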
ROMK primary = ROMK potassium channel modulators, primary screen, cell-based, thallium flux, MLSMR library | AID 1918, 2009 | 130,000 tested, 2% active | Tet-inducible ROMK, thallium flux fluorescence; actives lie on both sides | B-score at 10 µM | ATP-sensitive inward rectifier potassium channel 1 (Homo sapiens), P48048;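 active = signal ratio slope over the read window, or its plate-corrected B-score, at least 3 SD from the plate mean, either direction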;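 note: B-score of the F/F0 ratio slope over 7 to 12 s after thallium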
Target sequence (P48048 whole entry, looked up): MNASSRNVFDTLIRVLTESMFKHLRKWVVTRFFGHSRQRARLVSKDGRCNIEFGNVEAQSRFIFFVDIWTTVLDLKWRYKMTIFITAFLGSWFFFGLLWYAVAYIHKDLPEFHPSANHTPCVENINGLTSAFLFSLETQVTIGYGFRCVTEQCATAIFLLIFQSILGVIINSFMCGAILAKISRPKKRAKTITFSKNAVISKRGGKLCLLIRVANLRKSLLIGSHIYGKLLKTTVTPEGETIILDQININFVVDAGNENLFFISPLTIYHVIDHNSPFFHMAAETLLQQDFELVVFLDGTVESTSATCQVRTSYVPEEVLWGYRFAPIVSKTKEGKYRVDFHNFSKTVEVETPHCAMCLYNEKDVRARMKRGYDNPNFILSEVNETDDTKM
PMI activator = activators of human PMI, primary screen, biochemical, fluorescence intensity, near-Km mannose 6-phosphate | Mannose-6-phosphate isomerase (Homo sapiens), P34949 | purified human PMI, coupled resazurin fluorescence, 20 min; active compounds read high; 1 = vehicle control, 0 substrate-free wells | activation factor at 20 µM | 190,000 tested, 0.005% active | AID 1214, 2008;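 active = activation factor of 2 or more at 20 µM, relative to plate controls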
S1P3 antagonist = S1P3 receptor antagonists, primary screen, cell-based; CHO S1P3 NFAT-BLA reporter, FRET fluorescence, antagonist mode; inhibition, % at 4.98 µM; 170,000 tested, 0.27% active; AID 485, 2006;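 active = inhibition above the plate cutoff, the mean inhibition of test wells on that plate plus 3 SD, cut at about 28% in these data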;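 note: cells challenged with S1P at its EC80 of 0.8 µM; blue over green emission ratio from cleaved BLA substrate after 4 h stimulation; 0% = S1P-stimulated wells and 100% = unstimulated DMSO-only wells; some compounds past the cut are filed as inactive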
PPARg SRC3 recr = PPARgamma agonists recruiting SRC-3 coactivator, primary screen, biochemical | Peroxisome proliferator-activated receptor gamma (Homo sapiens), P37231 | biochemical PPARgamma/SRC-3 coactivator recruitment assay | activation, % at 8 µM | 200,000 tested, 0.26% active; in the data active = activation above about 23%;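 note: 0% = DMSO and 100% = reference agonist; some compounds past the cut are filed as inactive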
Diaphorase inh = diaphorase inhibitors and chemical oxidizers, primary screen, counter-screen for diaphorase-coupled primary assays, biochemical, uHTS, resorufin fluorescence | AID 1217, 2008 | inhibition, % at 20 µM | 190,000 tested, 0.69% active | diaphorase resazurin-to-resorufin fluorescence, NADH, 16 min; bacterial (C. kluyveri) enzyme, not human;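 active = primary screen inhibition at 20 µM above a set limit, cut at about 50% in these data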;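 note: plate controls were DMSO with full reaction for no effect and wells lacking NADH for full effect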
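Assay system: diaphorase enzyme from Clostridium kluyveri; Input: enzyme working solution with 0.14 U/mL diaphorase; Timing: 16 min at room temperature; Technique: resorufin fluorescence, excitation 544 nm, emission 590 nm; Benchmarks: positive control minus NADH, DMSO neutral control.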
PPARg SRC2 recr = agonists of PPARg-SRC-2 recruitment, primary screen, biochemical, HTS | Peroxisome proliferator-activated receptor gamma (Homo sapiens), P37231 | PPARgamma LBD-SRC-2 recruitment | activation, % at 8 µM | 200,000 tested, 0.34% active | AID 1032, 2008; in the data active = activation above about 22%;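 note: 0% = vehicle and 100% = reference agonist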
PPARg SRC1 recr = PPARgamma agonists recruiting SRC-1 coactivator, primary screen, biochemical; Peroxisome proliferator-activated receptor gamma (Homo sapiens), P37231; PPARgamma-SRC-1 coactivator recruitment biochemical assay; activation, % at 8 µM; 200,000 tested, 0.41% active; AID 631, 2007; in the data active = activation above about 19%;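 note: 0% = DMSO and 100% = reference agonist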
SRC2 TRFRET art = TR-FRET signal artefacts, primary screen, artefact control for PPARgamma SRC-2 agonist project, biochemical; 200,000 tested, 0.4% active; TR-FRET artefact counter-screen; active compounds read high; TR-FRET ratio at 8 µM; AID 1049, 2008; in the data active = TR-FRET ratio above about 2000; note: inactives centre near 1500
The depositor's hits bear a star; / = no result given. Rows were taken by chance; about 3.3% have a hit in one of these screens.

SMILES	PMI act satM6P	Diaph act CS	S1P3 antagonist	PMI activator	PPARg SRC1 recr	Diaphorase inh	G6PDH counter	PPARg SRC3 recr	PPARg SRC2 recr	ROMK primary	SRC2 TRFRET art
Clc1ccc(-c2cnc(Oc3ccccc3)nc2)cc1	0.9	1	/	1	-4	4	-10	13	1	/	1430
CCCn1c2c(c(O)c(C(=O)Nc3nccs3)c1=O)CCCC2	1	0.7	-5	1	-3	26	-4	-2	-1	/	1381
O=C(c1ccco1)N1CCN(C(c2ccc(F)cc2)c2nnnn2Cc2cccs2)CC1 (centres undefined)	1.1	0.8	-16	1.1	-10	17	0	5	3	/	1329
Cc1ccc(N(NC(=O)C(O)(c2ccccc2)c2ccccc2)C(=O)CCl)cc1	1.1	1	-1	1.1	2	1	12	4	8	1.1	1603
COc1ccccc1NC(=O)c1ccc(S(=O)(=O)N(C)C)cc1	0.8	0.9	-19	0.9	1	8	16	-9	-7	/	1493
COc1cc2c(cc1NC(=O)CSc1ccc(C)cc1)oc1ccccc12	0.9	0.7	/	0.9	-5	31	1	2	-6	/	1480
Fc1ccc(CSc2ccc(-c3ccco3)nn2)cc1	1.1	0.9	4	1	3	8	9	6	10	-0.31	1475
N#Cc1c(NC(=O)CN2C(=O)c3ccccc3C2=O)oc(-c2ccccc2)c1-c1ccccc1	/	/	/	/	2	/	/	17	6	0.8	1473
Cc1ccc(S(=O)(=O)Nc2ccc3c(c2)nc2n3CCN(Cc3ccccc3)C2)cc1	2.2*	0.8	6	1.5	4	16	-1	0	10	/	1562
Cc1[nH]c2ccccc2c1Cc1nnc(SCc2ccccc2)o1	0.9	0.7	/	0.8	6	29	4	4	6	/	1658
CCCCNC(=O)c1ccc2c(c1)ncn2C1CCCC1	1.1	1	/	1	0	4	-6	4	6	1.2	1488
COc1ccccc1OCCCN1C(=O)C(=O)c2cccc(C)c21	/	/	-15	/	11	/	21	6	1	0.62	1408
CN1CCN(C(=O)/C=C\c2ccc(Cl)cc2)CC1	1.1	1	-2	1.1	-2	3	0	3	8	-0.27	1420
CCC(=C(c1ccc(OC)cc1)c1ccc(OC)cc1)c1cn(CC(O)CN(CCO)CCO)c2ccccc12 (centres undefined)	0.8	0.8	-12	0.8	5	21	0	2	7	-0.36	1620
O=C1Nc2ccc(Cl)cc2[C@@](C#CC2CC2)(C(F)(F)F)O1	0.9	0.7	-7	0.8	4	30	7	6	4	/	1445
Cc1cc(NC(=O)CCC(=O)N(Cc2ccccc2)C2(C(=O)NC3CCCCC3)CCCC2)no1	0.9	0.9	-11	0.9	-5	7	20	1	-5	0	1426
Cc1cccc(NC(=O)CSc2nnc(-c3ccco3)o2)c1C	1	0.9	-12	1	1	14	5	6	5	/	1650
CCCNC(=S)Nc1ccc(Oc2ccccc2)cc1	0.9	0.8	/	0.9	2	24	-3	-13	-2	-0.37	1400
Cc1ccc(C)c(CSC2=NCCN2C(=O)c2cccs2)c1	0.9	0.9	-15	0.9	1	11	-6	5	0	0	1494
O=C(CCc1nnc(CCCCc2ccccc2)o1)NCCN1CCCCC1=O	0.9	0.9	-26	1	7	13	4	4	6	-0.0087	1550
CCOC(=O)C1CCN(c2c(NCCCN3CCN(Cc4ccccc4)CC3)c(=O)c2=O)CC1	1.1	1	-20	1.1	7	0	4	8	-2	/	1605
CC1=Nn2c(nnc2-c2n[nH]c3c2CCC3)SC1	0.9	0.9	-22	1	9	10	3	1	0	1.4	1521
O=C1COc2ccc(C(=O)COC(=O)CCSc3ccc(Cl)cc3)cc2N1	1.1	1	-15	1.1	-6	-4	6	-1	1	-0.52	1432
Cc1cccc(C)c1NC(=S)NC(C)CCc1ccccc1 (centres undefined)	1.1	0.9	-3	1	10	5	-3	7	9	/	1712
COc1ccc(S(=O)(=O)Nc2ccccc2C(F)(F)F)cc1	0.9	0.9	4	0.8	4	10	8	3	0	-0.44	1579
CCCCCCSc1nc2c(c(=O)[nH]c(=O)n2C)n1C	1	0.8	7	0.9	5	18	-4	14	7	/	1811
O=C(NCc1ccc2c(c1)OCO2)C1CCC(CNS(=O)(=O)c2cccc3nsnc23)CC1 (centres undefined)	1	0.9	/	1	8	14	2	1	-7	/	1432
C=CCc1ccccc1OCC(O)CN1CCN(c2ccc(OC)cc2)CC1 (centres undefined)	0.9	0.7	-17	0.9	3	27	-7	12	-2	/	1410
COc1ccc(NC(=O)c2cc3n(n2)C(C(F)(F)F)CC(c2ccco2)N3)cc1 (centres undefined)	0.9	0.8	20	0.9	9	16	6	2	-1	/	1570
N#CCCN(C(=O)Nc1ccc(Cl)cc1)c1ccccc1	1	1.1	-20	1	-5	-13	3	-6	5	/	1392

Two compounds picked at random from the list so far:
SMILES	PMI act satM6P	Diaph act CS	S1P3 antagonist	PMI activator	PPARg SRC1 recr	Diaphorase inh	G6PDH counter	PPARg SRC3 recr	PPARg SRC2 recr	ROMK primary	SRC2 TRFRET art
Cc1[nH]c2ccccc2c1Cc1nnc(SCc2ccccc2)o1	0.9	0.7	/	0.8	6	29	4	4	6	/	1658
N#CCCN(C(=O)Nc1ccc(Cl)cc1)c1ccccc1	1	1.1	-20	1	-5	-13	3	-6	5	/	1392

Carrying on.
SMILES	PMI act satM6P	Diaph act CS	S1P3 antagonist	PMI activator	PPARg SRC1 recr	Diaphorase inh	G6PDH counter	PPARg SRC3 recr	PPARg SRC2 recr	ROMK primary	SRC2 TRFRET art
Cc1sc2ncnc(SC(C)C#N)c2c1C (centres undefined)	/	/	-26	/	1	/	/	1	-1	/	1451
CCOC(=O)C1=C(C)N(C)C(=S)NC1c1c(OCC)ccc2ccccc12 (centres undefined)	0.7	0.9	1	0.9	-6	6	5	0	5	0.66	1584
CN(C)CCCN(C(=O)c1ccc2c(c1)CCCC2)c1nc2ccc(Cl)cc2s1	0.9	1	-1	0.9	3	0	-18	1	3	/	1747
COc1cccc(-c2cc(C(F)(F)F)n3nc(C(=O)Nc4c(C)n(C)n(-c5ccccc5)c4=O)cc3n2)c1	1	1	5	1	1	2	-6	1	0	0.54	1506
CC(C)CC(=O)Nc1ccc(C(=O)NNC(=S)NC(=O)C2CCCCC2)cc1	1.1	0.7	/	1.1	10	29	-6	13	9	/	1659
COc1ccc(C(=O)/C=C2\NCC3c4ccccc4CCN3C2=O)cc1 (centres undefined)	2.4*	1	/	1.5	6	-1	8	-1	4	-0.87	1457
CCCCNc1cc(C)nc(NCc2ccccc2)n1	1	1.1	5	1	4	-10	5	4	4	-4.1*	1640
COc1ccc(CCNC(=O)CSc2nncs2)cc1	1.1	1	4	1	6	0	3	1	-6	/	1581
CN(C)c1ccc(NC(=S)NCC2CCCO2)cc1 (centres undefined)	1	0.9	-9	0.9	-4	14	19	3	1	0.32	1616
Cc1cc(C)n2nc(C(=O)OCC(=O)N3CCC3)nc2n1	1	0.9	4	1	3	14	-1	5	6	-0.028	1556
CCOc1ccc2ccccc2c1C(=O)N1CCOCC1	1	1	-25	1	-4	0	14	-3	-8	/	1409
Cc1ccc(CN2CCNC(=O)C2CC(=O)NC2CCCCCC2)o1 (centres undefined)	0.9	0.9	0	1	2	8	21	4	-3	0.51	1521
Cc1ccn2c(c1)nc(=S)n2C(=O)c1ccco1	1.1	0.9	-4	1.1	-2	10	0	0	3	0.24	1447
O=C(CCC1CCCN(C(=O)COc2ccccc2)C1)N1CCN(c2ccccn2)CC1 (centres undefined)	0.9	0.9	0	0.9	0	9	1	1	-4	0.71	1491
O=C(Nc1nc(-c2ccccc2)cs1)NC1CCCCC1	0.8	0.8	/	0.8	2	20	-33	7	-3	/	1510
O=C(NNC(=O)C1CC(c2cccnc2)=NO1)Nc1cccc(F)c1 (centres undefined)	1	1	/	1.1	-10	0	-4	-5	4	-0.023	1530
C/C(CC(=O)NC1C2CC3CC(C2)CC1C3)=N\NC(=O)Cc1cccs1 (centres undefined)	1	0.9	-9	1	6	13	7	4	8	1.1	1721
COC(=O)c1c(Cc2ccccc2Cl)c[nH]c1C	1	0.9	-9	1	-1	13	3	3	6	-2.2	1610
COc1cc(CC(=O)N2CCc3ccccc32)cc(OC)c1OC	1.1	1	-23	1	-8	-1	10	-4	2	0.4	1316
O=C1CCCc2c1cc(-c1ccccc1)n2-c1ccccc1	1	0.9	/	1	1	11	2	-3	0	/	1469
Cc1cccc(-n2cnc3c(c2=O)c2nc4ccccc4nc2n3Cc2ccco2)c1	1.1	0.6	-3	0.9	/	38	2	/	/	/	/
CC(=O)c1c(C)n([O-])c2cc(F)c(F)cc2[n+]1=O	1	1	5	1.1	8	3	5	0	6	0.24	1532
O=C(N/N=C/c1ccc(F)cc1)c1ccccc1	1	1	8	1	-2	3	1	6	3	0.61	1458
O=C(CCc1nnc(Cc2c[nH]c3ccccc23)o1)NCC1CC12CCCCC2 (centres undefined)	0.9	1	6	0.9	4	2	10	5	8	-0.018	1501
COc1ccc(C)cc1NC(=O)NCc1ccccn1	1.1	1	-3	1	5	-4	4	5	10	-0.42	1486
Nc1c(-c2ccccc2Cl)cnn1-c1cccc([N+](=O)[O-])c1	1	0.9	/	0.9	10	13	1	-3	15	/	1624
CC1OC2(C)OC(=N)C1(C#N)C(C#N)(C#N)C2c1ccccc1 (centres undefined)	0.8	0.9	6	0.9	-1	11	-6	5	1	-0.39	1676
COc1cc(C)nc(NC(=O)COc2ccc(Cl)cc2C)n1	1	1	-15	0.9	-2	-2	-6	-1	-1	/	1407
